Screens from PubChem.
Tau fluor counter – counter-screen for tau fibril formation inhibitors. Potency, µM (doses to about 57.7 µM), without a hit: top-dose activity change, negative = decrease. 0.93% of 280,000 active. AID 1463. tau K18 P301L Alexa594 fluorescence, heparin fibrillization; note: % is set by controls: 0 for no effect and ±100 for the full control effect; nearly all actives have a fitted effect of over 55% in size
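Human K18 P301L tau (15 uM unlabeled plus 0.24 uM Alexa 594-labeled, final) in 100 mM sodium acetate pH 7 was mixed with compound and 20 uM heparin and incubated 6 hr at 37 C.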
GAA spleen mod – inhibits or activates alpha-glucosidase in human spleen homogenate; human spleen homogenate, 4-MU-alpha-glucoside fluorescence; AID 2112; 0.006% of 240,000 active; Potency, µM (highest dose often 79.9 µM), without a hit: at the highest dose activity change, negative = inhibition, actives largely listed as inhibitors; P10253;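 note: 0% = enzyme with vehicle and -100% = no enzyme basal signal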
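Human spleen homogenate (1 ug) incubated with compounds and 1 mM 4-methylumbelliferyl-alpha-D-glucopyranoside in pH 5.0 citrate/phosphate buffer, 37 C, 40 min. Stopped at pH 10; 4-MU fluorescence (Ex 365/Em 440 nm); AC50 by Hill fit.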
HTT cytoprotect – Huntington cell model cytoprotection by ATP luminescence; PC12 HTT-Q103 induced, cytoprotection, ATP luminescence, 40 h; Potency, µM (highest dose often 56.4 µM), inactives show cytoprotection (ATP increase), most hits filed as activators; 0.14% of 230,000 active; AID 1471;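 note: % of control where 0% means no effect; nearly all actives have a fitted effect of over 45% in size; toxic huntingtin expression switched on by the ecdysone agonist tebufenozide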
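Stable PC12 Q103-GFP cells in serum-supplemented, phenol red-free DMEM; induction by tebufenozide at 100 nM final; compound dose series; cell viability quantified luminescently from ATP.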
GAA glycogen – inhibitors or activators of human alpha-glucosidase glycogen cleavage; P10253; recombinant GAA, glycogen substrate, Amplex Red glucose oxidase fluorescence; Potency, µM (titrated, usually from 76.4 µM), for inactives: top-dose activity change, negative = inhibition, hits mostly inhibitors; 0.38% of 300,000 active;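 note: 0% = full enzyme reaction and -100% = no-enzyme basal signal; the screen sought inhibitors and activators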
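Recombinant human alpha-glucosidase (4 nM final) hydrolysed bovine liver glycogen (30 ug) for 40 min at 37 C in pH 5.0 citrate/phosphate with 0.01% Tween-20. Released glucose detected by glucose oxidase/Amplex Red, Ex 573/Em 610 nm. Compounds up to 77 uM; AC50 from Hill fits.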
GAA inhib – alpha-glucosidase (human) inhibition; Potency, µM (series often up to 76.9 µM), without a hit: top-dose activity change, negative = inhibition, usual class: inhibitors; 0.005% of 200,000 active; AID 1466; P10253; purified human GAA, 4-MU-alpha-glucoside fluorescence;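 note: plate controls were uninhibited enzyme wells for no effect and no-enzyme background for full effect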
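Human alpha-glucosidase, 4 nM, pre-mixed with test compounds before 400 uM 4-methylumbelliferyl substrate; 20 min room temperature at pH 5.0. Fluorescence read after pH 10 stop; AC50 values from Hill-equation fits.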
aGal spleen mod – inhibitors or activators of human alpha-galactosidase in spleen homogenate; P06280; human spleen homogenate, 4MU-alpha-Gal fluorescence, 40 min; Potency, µM (titrated, usually from 80 µM), for the others: at the top dose activity change, negative = inhibition, actives largely listed as inhibitors; 0.008% of 240,000 active;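 note: 0% = enzyme with vehicle and -100% = no enzyme basal signal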
Target sequence (P06280 32-429 limits assumed): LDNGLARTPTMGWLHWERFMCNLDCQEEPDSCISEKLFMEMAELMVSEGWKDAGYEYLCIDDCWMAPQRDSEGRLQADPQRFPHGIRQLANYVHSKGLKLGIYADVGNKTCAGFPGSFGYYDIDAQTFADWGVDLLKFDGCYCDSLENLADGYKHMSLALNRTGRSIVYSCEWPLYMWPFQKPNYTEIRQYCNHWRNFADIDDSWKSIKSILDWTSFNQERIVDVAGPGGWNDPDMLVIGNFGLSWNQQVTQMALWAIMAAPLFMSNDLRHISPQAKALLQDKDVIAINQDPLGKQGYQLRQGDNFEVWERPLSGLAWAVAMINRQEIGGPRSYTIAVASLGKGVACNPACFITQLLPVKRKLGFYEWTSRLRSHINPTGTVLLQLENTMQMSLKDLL
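Spleen homogenate 1 ug + cpd (titration) + 4-MU-alpha-D-galactopyranoside 1 mM; 37C 40 min; 50 mM citrate/phosphate pH 5.0, 0.01% Tween-20; stop pH 10; fluorescence 365/440; AC50 via Hill.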
Tau fibril ThT – inhibitors of human tau fibril formation, thioflavin T binding; P10636; recombinant tau K18 P301L (four-repeat tau fragment), heparin-induced fibrillization, ThT fluorescence; Potency, µM (highest dose often 57.4 µM), without a hit: top-dose activity, negative = inhibition, hits mostly inhibitors; 2.1% of 270,000 active; AID 1460; note: % is set by controls: 0 for no effect and ±100 for the full control effect; nearly all actives have a fitted effect of over 55% in size
Target sequence (P10636 561-689 P618L limits assumed): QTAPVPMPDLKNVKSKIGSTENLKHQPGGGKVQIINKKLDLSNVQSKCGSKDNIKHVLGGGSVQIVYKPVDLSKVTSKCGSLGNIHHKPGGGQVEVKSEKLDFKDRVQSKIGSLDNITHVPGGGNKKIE
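In this qHTS, human K18 P301L tau is incubated with compound and heparin for 6 hr at 37 C, and Thioflavin T fluorescence then reports fibril load.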
Tau fibril FP – blocks human tau fibril formation measured by polarization; P10636; K18 P301L tau heparin fibrillization, Alexa594 FP, 6 h; Potency, µM (top dose mostly 57.7 µM), for the others: top-dose activity, negative = inhibition, most hits filed as inhibitors; 0.39% of 280,000 active; AID 1468; note: % is set by controls: 0 for no effect and ±100 for the full control effect; nearly all actives have a fitted effect of over 55% in size
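FP of Alexa 594-tau after heparin (20 uM) induction. Substrate: human K18 P301L, 15 uM unlabeled, 0.24 uM labeled. Buffer 100 mM sodium acetate pH 7. 6 hr, 37 C.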
* hit, by the source's call; ? = inconclusive; / = not tested or not shown; [ ] = dose if it differs, or a comment. Calls come from the whole dose curve; as a rule, active = well fitted curve in the direction sought with a large enough effect; inconclusive = small, poorly fitted or top-dose-only effect, or another doubt; inactive = no such curve, though single readings can be large; an effect the other way counts as inactive or inconclusive. Potency is the fitted concentration of half-maximal effect.

nr | SMILES | Tau fluor counter | GAA spleen mod | HTT cytoprotect | GAA glycogen
1 | FC(F)(F)c1cc(CCN2C(=S)NC[C@@H]2CC2CCCCC2)cc(C(F)(F)F)c1 | -17% | 2% | -6%[10 µM] | -14%
2 | CCOc1ccccc1C(=O)Nc1cc(-c2nc3cccnc3s2)ccc1C | -17% | / | / | ?
3 | C=CCn1c(-c2ccc(OC)c(OC)c2)n[nH]c1=S | ? | -10% | -28% | -7%
4 | COc1ccc(OC)c(C2CC(=O)C(C)C(c3cc(OC)ccc3OC)N2)c1 (stereo unspecified) | -8% | -3% | 0% | 1%
5 | CCOC1=C/C(=C/c2c(N)n3nc(S(=O)(=O)CC)sc3nc2=O)C=CC1=O | -2% | -22% | 14%[10 µM] | -26%
6 | CCOC(=O)C(Oc1ccc2c(-c3ccccc3)cc(=O)oc2c1)c1ccccc1 (stereo unspecified) | -9% | -8% | -1%[10 µM] | 6%
7 | Cc1csc2c(NCCCN3CCOCC3)ncnc12 | 1% | -2% | 12%[10 µM] | 7%
8 | NCCc1c(C(=O)O)[nH]c2ccc([N+](=O)[O-])cc12 | 1% | -7% | 3%[10 µM] | 4%
9 | O=C(Cc1ccc(Cl)cc1)Nc1ccc(N2CCN(C(=O)c3ccco3)CC2)cc1 | -18% | 1% | 0%[0.074 µM] | 4%
10 | COc1ccccc1NC(=O)N1CC=C(c2c[nH]c3ccccc23)CC1 | ? | / | / | -1%[76.3 µM]
11 | COc1cc(OC)cc(C(=O)N[C@H](C(=O)OCn2nnc3ccccc3c2=O)C(C)C)c1 | -2% | 10% | -15% | 7%
12 | CCCCC(CC)CNC(=O)c1[nH]c(C)c(C(C)=O)c1C (stereo unspecified) | -9% | -2% | -28% | -7%

nr | GAA inhib | aGal spleen mod | Tau fibril ThT | Tau fibril FP
1 | / | 2% | -11% | 0%
2 | / | / | -9% | 3%
3 | 1%[15.4 µM] | -4% | ? | 13%
4 | ? | -2% | -3% | -2%
5 | -5% | -20% | ? | 11%
6 | -3% | -1% | -3% | 8%
7 | -4% | 0% | 1% | -2%
8 | / | -6% | -7% | -1%
9 | -11% | 2% | ? | 2%
10 | / | / | ? | 4%
11 | 3% | 4% | 0% | 0%
12 | -3%[15.4 µM] | 6% | -2% | 10%

Looked up one by one from above, two records:
nr | SMILES | Tau fluor counter | GAA spleen mod | HTT cytoprotect | GAA glycogen
3 | C=CCn1c(-c2ccc(OC)c(OC)c2)n[nH]c1=S | ? | -10% | -28% | -7%
10 | COc1ccccc1NC(=O)N1CC=C(c2c[nH]c3ccccc23)CC1 | ? | / | / | -1%[76.3 µM]

nr | GAA inhib | aGal spleen mod | Tau fibril ThT | Tau fibril FP
3 | 1%[15.4 µM] | -4% | ? | 13%
10 | / | / | ? | 4%

Later entries:
nr | SMILES | Tau fluor counter | GAA spleen mod | HTT cytoprotect | GAA glycogen
13 | Cc1cc(C)cc(Nc2nc3c([nH]2)c(=O)n(C)c(=O)n3C)c1 | ? | 8% | -14% | ?
14 | CC(C)c1ccccc1-n1c(SCC(=O)c2ccc3c(c2)NC(=O)CO3)nc2ccccc2c1=O | -26% | 9% | -2% | -13%
15 | O=C(NCc1ccccc1)N1CCC(n2cnc3cc(F)ccc32)CC1 | -3% | 6% | 15% | -7%
16 | [O-][N+]1=C(c2cccs2)CN(O)C1 | 3% | 6% | -11%[0.074 µM] | ?
17 | CCOC(=O)c1nn(-c2ccc(F)cc2)c(=O)c2c(N)scc12 | -1% | 1% | 13%[10 µM] | 4%
18 | Cc1ccnc(NC(=S)NC(=O)/C=C/c2ccc(Cl)cc2)c1 | -4% | -1% | ? | 2%
19 | O=C(O)[C@H](Cc1ccccc1)NC(=O)N1CCN(c2cccc(C(F)(F)F)c2)CC1 | -10% | 4% | -4%[10 µM] | 2%
20 | CC(C)CCCCCCNC(=S)Nc1ccc(S(=O)(=O)N2CCOCC2)cc1 | ? | -2% | -6%[10 µM] | 5%
21 | COc1ccc(C)cc1NC(=S)NNC(=O)c1c(Br)cnn1C | -20% | 4% | -14% | 3%
22 | COc1ccc(-c2cc(C(F)(F)F)nc(SCC(=O)NCc3cccs3)n2)cc1 | -15% | 4% | -12%[10 µM] | 3%
23 | CCCCOc1ccc(C(NC(=O)OCC)NC(=O)OCC)cc1 | 9% | -3% | 25%[10 µM] | 9%
24 | COc1cccc2cc(C(=O)C3=C(O)C(=O)N(CCN4CCOCC4)C3c3ccc(Cl)cc3)oc12 (stereo unspecified) | -7% | 0% | 13%[10 µM] | 5%

nr | GAA inhib | aGal spleen mod | Tau fibril ThT | Tau fibril FP
13 | -7%[15.4 µM] | -8% | ? | ?
14 | -2% | 6% | 1% | ?
15 | -7% | 6% | -1% | 0%
16 | -6% | 15% | 2% | 4%
17 | ? | 2% | 1% | 1%[2.34 µM]
18 | 4% | 1% | ? | -4%
19 | / | 7% | -12% | -3%
20 | -8% | 28% | 15% | 25µM*
21 | 4% | 3% | ? | -13%
22 | 4% | 2% | -6% | -8%
23 | 0% | -3% | 8% | 1%
24 | / | -2% | -16% | -5%

Part of the list above in order of number of heavy atoms, rising:
nr | SMILES | Tau fluor counter | GAA spleen mod | HTT cytoprotect | GAA glycogen
16 | [O-][N+]1=C(c2cccs2)CN(O)C1 | 3% | 6% | -11%[0.074 µM] | ?
20 | CC(C)CCCCCCNC(=S)Nc1ccc(S(=O)(=O)N2CCOCC2)cc1 | ? | -2% | -6%[10 µM] | 5%
24 | COc1cccc2cc(C(=O)C3=C(O)C(=O)N(CCN4CCOCC4)C3c3ccc(Cl)cc3)oc12 (stereo unspecified) | -7% | 0% | 13%[10 µM] | 5%

nr | GAA inhib | aGal spleen mod | Tau fibril ThT | Tau fibril FP
16 | -6% | 15% | 2% | 4%
20 | -8% | 28% | 15% | 25µM*
24 | / | -2% | -16% | -5%

Continuation:
nr | SMILES | Tau fluor counter | GAA spleen mod | HTT cytoprotect | GAA glycogen
25 | OCC1OC(c2ccccc2)C=CC1Oc1cc(Cl)cc(Cl)c1 (stereo unspecified) | -20%[11.6 µM] | 2%[17.4 µM] | -43%[inhibitor][10 µM] | /
26 | COc1cccc(/C=N/NC(=O)c2csc(-n3nc(C)cc3C(F)(F)F)n2)c1 | 7% | -1% | 2%[10 µM] | -1%
27 | COc1ccc(C(C2C(=O)CC(C)(C)CC2=O)C2C(=O)CC(C)(C)CC2=O)cc1 | -10% | 1% | -5%[10 µM] | 5%
28 | O=C(CN1CC[n+]2c(-c3ccccc3)csc21)c1ccc(Br)cc1 | 5% | 3% | 1%[10 µM] | -7%
29 | CCOc1ccc(C(=O)Nc2cc3c(cc2N2CCCC2)n(C)c(=O)c(=O)n3C)cc1OCC | -6% | / | / | -19%[76.3 µM]
30 | CCCN(C(=O)c1cn(C)c(=O)c2ccccc12)c1ccccc1C | -16% | / | / | 2%
31 | COc1cc(CNC2CCCC2)cc(OC)c1OC | -4% | 4% | -3%[10 µM] | -2%
32 | Oc1cccc(NC(=S)Nc2ccc(SC(F)F)cc2)c1 | ? | 2% | 9%[10 µM] | -14%
33 | Cc1nnc(SCCn2c(N3CCCC(C)C3)nc3c2c(=O)n(C)c(=O)n3C)s1 (stereo unspecified) | 3% | 2% | 1%[10 µM] | 1%
34 | COc1cc(/C=C/C(=O)O)ccc1OCc1ccccc1C#N | 1% | -5% | / | 5%
35 | CSCCC(NC(=O)OC(C)(C)C)C(=O)NC(C(=O)NC(CC(C)C)C(N)=O)C(C)C (stereo unspecified) | 0% | -2% | -11% | 5%
36 | O=C(/C=C/c1ccc([N+](=O)[O-])cc1)NCc1ccco1 | -7% | 0% | -3%[10 µM] | 0%

nr | GAA inhib | aGal spleen mod | Tau fibril ThT | Tau fibril FP
25 | / | 8%[17.5 µM] | -15%[11.5 µM] | 1%[11.6 µM]
26 | 0% | -3% | ? | 6%
27 | / | 9% | -15% | -1%
28 | / | 7% | -9% | -2%
29 | / | / | ? | -4%
30 | / | / | -8% | 5%
31 | 3% | 1% | -8% | 4%
32 | -2% | 6% | -8% | -3%
33 | -6% | -3% | -7% | -1%
34 | 1% | -5% | -1% | -9%
35 | -5% | -8% | -3% | 1%
36 | 1% | 6% | -14% | 2%

Additional structures follow:
nr | SMILES | Tau fluor counter | GAA spleen mod | HTT cytoprotect | GAA glycogen
37 | O=C(C[n+]1cc(-c2ccc(F)cc2)n2c1CCC2)c1cccs1 | 7% | -2% | 15%[10 µM] | 11%
38 | CC(C)(C)c1cc(=O)n2c(nc3ccccc32)[nH]1 | -11% | -4% | -1% | 1%
39 | O=C(COc1ccccc1[N+](=O)[O-])N/N=C/C=C/c1ccco1 | -19% | -2% | -15% | 5%
40 | CC1=NNC(=O)C1CCC(=O)N/N=C/c1c(Cl)cccc1Cl (stereo unspecified) | 7% | / | -22% | ?
41 | Cn1nc(NC(=O)C(F)(F)F)c2ncc(-c3ccc(Cl)cc3)nc21 | -7% | -3% | -21%[10 µM] | 6%
42 | CN(C)S(=O)(=O)c1ccc(C(=O)NCC(=O)N/N=C/c2ccccc2)cc1 | -15% | -7% | -20% | 0%
43 | Cc1sc2nc(SCC(N)=O)n(-c3ccccc3)c(=O)c2c1C | -11% | 4% | -10% | -3%
44 | O=S1(=O)c2cccc3cccc(c23)N1Cc1nnc(-c2ccccc2Br)o1 | ? | 1% | -13%[10 µM] | -2%

nr | GAA inhib | aGal spleen mod | Tau fibril ThT | Tau fibril FP
37 | / | -2% | 7% | 2%
38 | -9% | 8% | -9% | -17%
39 | -2% | 6% | ? | -6%
40 | ? | 6% | 7% | 5%
41 | / | 3% | ? | 1%
42 | -8% | -3% | -10% | -4%
43 | 0% | 20% | -5% | -20%
44 | ? | 4% | -17% | 2%
